TEAD-YAP inh – TEAD-YAP interaction inhibition; HEK-TIYL cells, TEAD-Gal4/YAP UAS-luciferase luminescence; inhibition, % at 9.12 µM; 1.4% of 640,000 active; in the data active = inhibition above about 32%;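 note: 0% = median of test compound wells and 100% = reference inhibitor wells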
FBW7 activator – activators of human E3 ligase FBW7; AlphaScreen FBW7–phospho-cyclin E peptide binding, activator screen; normalized activity (activation), % at 26.1 µM; 0.13% of 650,000 active; in the data active = normalized activity above about 1.9%;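 note: purified mutant Fbw7 with reduced substrate affinity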
MITF primary – blocks human microphthalmia-associated transcription factor; AlphaScreen MITF homodimerization, bead proximity signal; inhibition, % at 2.6 µM; 0.91% of 650,000 active; AID 1259374; in the data active = inhibition above about 50%;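 note: 0% = vehicle wells with protein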
Target sequence (O75030 whole entry, looked up): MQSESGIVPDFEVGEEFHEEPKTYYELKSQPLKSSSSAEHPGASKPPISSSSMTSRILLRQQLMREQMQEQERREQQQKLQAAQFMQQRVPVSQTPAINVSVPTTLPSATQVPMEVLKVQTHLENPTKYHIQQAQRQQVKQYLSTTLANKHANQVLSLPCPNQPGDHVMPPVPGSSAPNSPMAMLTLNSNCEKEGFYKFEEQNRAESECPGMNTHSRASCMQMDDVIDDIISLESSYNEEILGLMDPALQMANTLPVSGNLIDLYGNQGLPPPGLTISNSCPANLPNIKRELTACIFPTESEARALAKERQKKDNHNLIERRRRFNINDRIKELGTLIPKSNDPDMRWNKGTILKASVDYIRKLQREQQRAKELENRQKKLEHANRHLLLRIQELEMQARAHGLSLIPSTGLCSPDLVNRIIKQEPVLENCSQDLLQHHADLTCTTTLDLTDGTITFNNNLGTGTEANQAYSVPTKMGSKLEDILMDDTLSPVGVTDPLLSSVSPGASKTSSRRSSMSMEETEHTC
GPR151 activ – activates the human receptor GPR151 | Q8TDV0 | PathHunter beta-arrestin GPR151 cells, luminescence | 1% of 650,000 active | activation, % at 11.2 µM; in the data active = activation above about 4.9%;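 note: 0% = median of compound wells and 100% = cells with positive control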
Target sequence (Q8TDV0 whole entry, looked up): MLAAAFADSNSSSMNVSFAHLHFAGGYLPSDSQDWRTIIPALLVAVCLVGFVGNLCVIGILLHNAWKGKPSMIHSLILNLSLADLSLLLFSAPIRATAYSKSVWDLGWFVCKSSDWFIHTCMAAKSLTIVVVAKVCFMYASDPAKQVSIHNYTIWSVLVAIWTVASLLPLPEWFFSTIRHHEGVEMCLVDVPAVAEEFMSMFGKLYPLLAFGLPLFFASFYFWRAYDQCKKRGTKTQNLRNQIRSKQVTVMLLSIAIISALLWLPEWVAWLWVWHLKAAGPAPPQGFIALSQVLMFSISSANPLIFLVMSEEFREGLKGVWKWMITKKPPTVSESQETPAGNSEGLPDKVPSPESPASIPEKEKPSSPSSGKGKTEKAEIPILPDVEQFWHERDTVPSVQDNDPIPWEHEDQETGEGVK
Numbers without * were called inactive; & = joins results of further samples. Not a hit list; 3.4% or so of the library scored in one or more.

No.	Compound	TEAD-YAP inh	FBW7 activator	MITF primary	GPR151 activ
1	O=C(Nc1ccccc1)N1CCC2(CC1)OCc1cc(F)ccc1O2	18	0.8	10	-1.5
2	Cn1c(=O)c(C(=O)NCC2CCCO2)c(O)c2ccccc21 (centres undefined)	-60	-0.3	-6	-1.6
3	CCOc1cccc(C(=O)NC(=S)Nc2ccccc2O)c1	-30	-0.2	0	-0.2
4	CCC(C)NC(=O)C1CCCN(c2nc(C)cc(OC)n2)C1 (centres undefined)	2	0.1	14	-0.6
5	CCOC(=O)c1c[nH]c2ccc([N+](=O)[O-])cc2c1=O	-1	-0.2	-8	0.5
6	COc1ccc(Cl)cc1NC(=O)N1CCC(Cn2cnc3ccccc32)CC1	-5	-0.4	47	2.5
7	COc1cccc(N2C(=O)/C(=C\c3ccc(OC)cc3OC)C(=O)NC2=S)c1	-4	-0.1	16	-1.9
8	O=C(C1CN(Cc2ccccc2)CCN1C(=O)c1cccnc1)N1CCCC1 (centres undefined)	-2	0.1	1	1.4
9	CCNC(=O)C(=O)Nc1ccc(Cl)c(C(F)(F)F)c1	5	0.2	1	1.2
10	O=C(OCCN1CCOCC1)c1cccc(Cl)c1	-3	0.1	15	0.2
11	Nc1nonc1-c1noc(COc2ccc(Cl)cc2Cl)n1	-65	-0.1	0	-0.7
12	C=CCc1cccc(/C=N/NC(=O)COc2ccc(I)cc2)c1O	3	0.1	-11	0.3
13	O=C(NC(=S)NNC(=O)c1ccccc1O)c1ccco1	-3	-2.0	33	0.4
14	CCOC(=O)c1c(NC(=O)COc2ccccc2)sc(C(=O)Nc2ccc(C)c(Cl)c2)c1C	8	0.4	9	-0.4
15	CC(C)NC(=O)c1cc(=O)n(C)c(=O)n1C	8	0.0	-5	-0.4
16	CCCN1CN=C(Nc2nc3ccccc3o2)NC1	-49	0.0	7	0.5
17	Cc1ccccc1OCC(=O)Nc1ccc(N)cc1	-9	0.1	-5	-0.3
18	CC(=O)N1CCc2cc(Br)cc(S(=O)(=O)N3c4ccccc4CC3C)c21 (centres undefined)	0	0.3	8	-0.1
19	CCOC(=O)C1=C(C)N(c2ccc(OC)cc2)C(=O)/C1=C\c1ccc(C)cc1	0	-0.1	6	2.7
20	O=S(=O)(Nc1cccc(N2CCC(NC3CCCC3)CC2)c1)c1ccc(F)cc1	4	-0.1	-28	-0.4
21	N#C/C(=C\C1=Cc2ccccc2OC1)C(=O)NC1CCS(=O)(=O)C1 (centres undefined)	2&1	-0.1&-0.1	8&-6	0.3&1.7
22	COc1ccc(C(=O)Nc2cccc(-c3cnc4ccccc4n3)c2)cc1	-25	0.0	-8	-1.3
23	Cc1ccc(/C=C2\SC(=S)N(CCCC(=O)O)C2=O)cc1	92*	-0.3	4	0.7
24	Cc1nn(-c2ccccc2)c(Cl)c1C(=O)NCc1ccccc1	-4	0.0	-4	0.3
25	COc1ccc(C(=O)N2CCNC(=O)C2C)cc1OC (centres undefined)	1	0.0	2	-0.3
26	CN1CCN(C(=O)/C=C/c2ccc(Cl)cc2Cl)CC1	-5	-0.2	4	-1.3
27	CCC1=NN2C(=N)/C(=C/c3ccc(OCCOc4ccc(C)cc4)c(OC)c3)C(=O)N=C2S1	-6	-0.1	-1	1.0
28	CC(=O)Nc1ccc(NC(=O)Cc2ccc(Br)cc2)cc1	-7	0.5	58*	-1.4
29	COc1ccc(O)c(C2=Nc3ccccc3N=C(c3ccc(C(C)(C)C)cc3)C2)c1	56*	-0.1	7	2.4
30	CC(C)(C)C1CCc2onc(C(=O)Nc3ccc(C#N)cc3)c2C1 (centres undefined)	11	0.1	2	2.3
31	O=C(Cc1ccccc1)Nc1ccc(I)cn1	-27	0.0	-3	3.5
32	Cc1ccccc1-c1ccc(N2CCN(S(=O)(=O)c3cccc(Cl)c3)CC2)nn1	2	0.2	2	0.2
33	CC(=O)c1ccc(NC(=O)c2ccc(Cl)cc2[N+](=O)[O-])cc1	-5	0.2	2	-0.2
34	CCOC(=O)C1(CCc2ccccc2)CCN(C(=O)CCc2cnccn2)CC1	-15	0.1	-4	0.1
35	N/C(CC(=O)NC1CCCCC1)=N\OCC(=O)NC(c1ccccc1)c1ccccc1	9	0.0	12	1.2
36	COCCC(=O)Nc1ccc2c(c1)CN(S(=O)(=O)N1CCCC1)CC2	1	-0.2	3	7.5*
37	CN1Cc2ccccc2CC1CNC(=O)CCc1nnc(-c2ccsc2)o1 (centres undefined)	-7	-0.2	-4	-0.1
38	O=C1CN(C(=O)CSc2nc(-c3ccc(Cl)cc3)cs2)c2ccccc2N1	15	0.0	5	1.2
39	CCNC(=O)c1cc(Br)ccc1Cl	-6	0.0	15	-0.6
40	O=c1c2cc3c(=O)n(-c4ccc(F)cc4)c(=O)c3cc2c(=O)n1-c1ccc(F)cc1	1	0.0	-5	2.4
41	COC(=O)CN1C(=S)N(C)C(=O)/C1=C/c1ccc(N(C)C)cc1	-25	-0.5	22	0.3
42	Cc1ccccc1C(=O)Nc1cc(C(=O)N2CCCCCC2)cn(C)c1=O	-13	-0.2	-1	-0.6
43	O=C(NCc1ccccc1Cl)C1C2C=CC3(CN(Cc4ccccc4Cl)C(=O)C13)O2 (centres undefined)	6	0.0	-13	-0.5
44	COc1ccc(S(=O)(=O)Nc2ccc(F)cc2C)cc1Br	2	0.1	-4	0.9
45	CS(=O)(=O)Oc1ccc(/C=C2/C(=N)N3N=C(Cc4ccccc4)SC3=NC2=O)cc1	0	-0.1	2	1.0
46	Nc1cccc(-c2cnn3c(NCc4ccco4)ccnc23)c1	-32	-0.6	-7	-0.6
47	Cc1ccsc1-c1nnc(NC(=O)c2cccc([N+](=O)[O-])c2)s1	-2	-0.1	-10	3.5
48	CC(=O)c1cccc(CN2CCCC(C(=O)Nc3ccc(-n4ccnc4C)cc3)C2)c1 (centres undefined)	18	0.1	6	1.3

(49) COc1ccc2c(c1)-c1c(ssc1=Nc1ccccc1C)C(C)(C)N2
(50) COc1ccc(CNC2CCCc3ccccc32)c(OC)c1OC (centres undefined)
(51) O=C(Nc1ccc2oc(-c3ccccc3F)nc2c1)c1cccc(I)c1
(52) CCCC(C)NC(=O)c1ccc([N+](=O)[O-])cc1Cl (centres undefined)
(53) CCCCOC(=O)c1ccc2c(c1)C(=O)N(c1ccc(OC)cc1)C2=O
(54) COc1ccc(Cl)cc1NC(=O)c1cccc2c1SCCC2=O
compound no.	49	50	51	52	53	54
TEAD-YAP inh	-8	4	6	-21	5	6
FBW7 activator	-0.7	-0.1	-0.1	0.0	0.1	0.1
MITF primary	12	22	-6	2	10	3
GPR151 activ	0.0	0.2	0.8	-0.5	-0.1	-2.0

(55) COc1ccc(NC(=O)NCc2ccc(N3CCCC3=O)cc2)cc1
(56) CC1(C)CC2CC(C)(CN2c2ncnc(N)c2[N+](=O)[O-])C1 (centres undefined)
(57) COc1cccc(C2C3=C(CC(c4ccccc4)CC3=O)Nc3cc(Cl)ccc3N2C(=O)C(F)(F)F)c1 (centres undefined)
(58) COC(=O)c1cc(NC(=O)COc2ccc([N+](=O)[O-])cc2)cc(C(=O)OC)c1
(59) CCCC12CCC(O)(CC1)C/C2=N\NS(=O)(=O)c1ccc(C)cc1
(60) Cc1cccc(Cc2cnc(NC(=O)COc3ccccc3C)s2)c1
compound no.	55	56	57	58	59	60
TEAD-YAP inh	-1	-3	-3	-7	23	54*
FBW7 activator	0.1	0.0	0.1	-0.1	0.2	0.1
MITF primary	15	0	-10	9	13	-2
GPR151 activ	-1.1	-1.6	0.0	5.5*	0.2	0.6

(61) COC(=O)c1c(C)oc2ccc(OCc3cccc(Br)c3)cc12
(62) CSc1ccc(Cl)c(C(=O)OCc2nnc(-c3cccs3)o2)c1
(63) CCOC(=O)C1(Cc2ccc(Cl)cc2)CCN(C(=O)CCCC(=O)OC)CC1
(64) COc1cccc(CNCc2ccc3c(c2)OCO3)c1
(65) COc1cc(C2=N/C(=C\c3ccc(Br)cc3)C(=O)O2)cc(OC)c1OC
(66) O=C(CCSCc1ccccc1Cl)NCCc1ccc(Cl)cc1
compound no.	61	62	63	64	65	66
TEAD-YAP inh	-1	10	-24	-4	-1	0
FBW7 activator	0.1	0.0	0.3	0.0	0.1	-0.1
MITF primary	14	-14	14	30	-10	4
GPR151 activ	0.2	-0.2	-0.5	0.4	-0.6	-0.3

3 records picked at random from the list so far, as already listed:
(66) O=C(CCSCc1ccccc1Cl)NCCc1ccc(Cl)cc1
(65) COc1cc(C2=N/C(=C\c3ccc(Br)cc3)C(=O)O2)cc(OC)c1OC
(62) CSc1ccc(Cl)c(C(=O)OCc2nnc(-c3cccs3)o2)c1
compound no.	66	65	62
TEAD-YAP inh	0	-1	10
FBW7 activator	-0.1	0.1	0.0
MITF primary	4	-10	-14
GPR151 activ	-0.3	-0.6	-0.2

Later entries.
(67) Cc1ccc(-n2nnnc2SCC(=O)N2CCc3ccccc32)c(C)c1
(68) COc1ccc(-c2cc3nc(C)cc(NCCCN4CCOCC4)n3n2)cc1
(69) N#CC1=C(N)NC(S)=C(C#N)C12CCN(Cc1ccccc1)CC2
(70) C1CCc2nnc(Cc3nnc4n3CCCCC4)n2CC1
(71) O=C(NCCCN1CCOCC1)c1ccc2nc(N3CCOCC3)sc2c1
(72) O=C(CCN1C(=O)/C(=C\c2ccccc2F)SC1=S)Nc1ccc(O)c(C(=O)O)c1
compound no.	67	68	69	70	71	72
TEAD-YAP inh	7	-17	-6	-12	-7	-3
FBW7 activator	0.0	-0.2	-0.2	0.0	-0.2	0.1
MITF primary	5	2	-9	-9	2	11
GPR151 activ	-1.0	-0.5	-0.6	-0.9	-1.2	1.8

(73) Cc1cc(C)cc(OCC(O)CN2CCN(CCO)CC2)c1 (centres undefined)
(74) N#CCCN(Cc1cccnc1)C(=O)Nc1cccc(Cl)c1
(75) Cc1c(Cl)cccc1-c1ccc(C(=O)Nc2ccc(Cl)c([N+](=O)[O-])c2)o1
(76) CC1CCCC(C)N1C(=O)c1ccc(NC(=O)C2CC(=O)OC23CCCCC3)cc1 (centres undefined)
(77) CCOC(=O)C1=C(C)N=c2s/c(=C\c3ccc(-c4ccc([N+](=O)[O-])cc4)o3)c(=O)n2C1c1ccccc1 (centres undefined)
(78) CC(=O)NCc1c(C)ncc2c1CCN(C(=O)c1ccccc1-n1cccn1)C2
compound no.	73	74	75	76	77	78
TEAD-YAP inh	5	7	-4	-5	5	-11
FBW7 activator	-0.1	0.1	-0.1	0.2	0.1	-0.2
MITF primary	13	4	-5	-25	11	2
GPR151 activ	-0.6	-0.8	-0.4	-0.3	-0.8	1.4

An excerpt of these results, as labelled records:
(62) CSc1ccc(Cl)c(C(=O)OCc2nnc(-c3cccs3)o2)c1
  TEAD-YAP inh = 10 | FBW7 activator = 0.0 | MITF primary = -14 | GPR151 activ = -0.2
(63) CCOC(=O)C1(Cc2ccc(Cl)cc2)CCN(C(=O)CCCC(=O)OC)CC1
  TEAD-YAP inh = -24 | FBW7 activator = 0.3 | MITF primary = 14 | GPR151 activ = -0.5
(64) COc1cccc(CNCc2ccc3c(c2)OCO3)c1
  TEAD-YAP inh = -4 | FBW7 activator = 0.0 | MITF primary = 30 | GPR151 activ = 0.4
(65) COc1cc(C2=N/C(=C\c3ccc(Br)cc3)C(=O)O2)cc(OC)c1OC
  TEAD-YAP inh = -1 | FBW7 activator = 0.1 | MITF primary = -10 | GPR151 activ = -0.6

Other results follow:
(79) CN1CCc2c(sc(NC(=O)c3cc(-c4ccccc4)nc4ccccc34)c2C(N)=O)C1
(80) O=C(COC(=O)c1cc(F)c(F)cc1Cl)Nc1ccc(F)cc1
(81) O=c1c(CN2CCN(Cc3ccc4c(c3)OCO4)CC2)coc2ccccc12
(82) COC(=O)CSC1=C(C#N)C(=O)NC(c2ccc(O)c(OC)c2)S1 (centres undefined)
(83) O=C(O)CCSc1ncnc2sc(-c3ccccc3)cc12
(84) COc1cccc(CN2CCN(c3ccc(F)cc3)C2=O)c1
compound no.	79	80	81	82	83	84
TEAD-YAP inh	4	-3	57*	5	30	-5
FBW7 activator	0.1	0.1	-0.2	-0.1	0.2	-0.1
MITF primary	17	-1	42	-3	-35	-12
GPR151 activ	-0.6	-0.5	-0.7	-1.9	0.3	2.3

(85) Cc1cccc2sc(N3CCN(C(=O)c4ccno4)CC3)nc12
(86) COc1ccc2c(c1)-c1c(ssc1=S)C(C)(C)N2C(=O)c1ccccc1Cl
(87) CCC[C@@H]1NC(=O)[C@@H]2C[C@H](NCc3cn(C)nc3-c3ccccc3)CN2C1=O
(88) CSc1cccc(NC(=O)CN(C)S(=O)(=O)c2c(C)cc(C)cc2C)c1
(89) Nc1c(C(=O)Nc2nccs2)sc2nc3c(c(-c4ccc(Cl)cc4)c12)CCCCC3
(90) CC(=O)Nc1ccc2c(c1)nc(CN1CCCCC1)n2C
compound no.	85	86	87	88	89	90
TEAD-YAP inh	-12	-12	0	1	0	19
FBW7 activator	-0.2	-1.3	-0.1	-0.3	0.1	-0.1
MITF primary	-8	34	-5	-17	-5	12
GPR151 activ	0.2	2.4	-0.4	1.5	0.4	0.5

(91) Cc1nn(Cc2ccc(C(=O)N3C(C)CCCC3C)o2)c(C)c1[N+](=O)[O-] (centres undefined)
(92) CC(C)COC(=O)COc1ccc2c3c(c(=O)oc2c1)CCC3
(93) CCS(=O)(=O)Nc1ccc(-c2nnc(SCC(=O)Nc3ccc(C)cc3)o2)cc1
(94) COc1ccccc1Oc1ncnc(N)c1[N+](=O)[O-]
(95) C#CCSc1nc2c(c(=O)n1-c1cccc(Br)c1)C1(CCCCC1)Cc1ccccc1-2
(96) N#Cc1ccc(OCC(=O)Nc2cccc(Br)c2)cc1
(97) CCOC(=O)C1=C(C)OC(N)=C(C#N)C1c1ccc(OCC(=O)N2CCCC2)cc1 (centres undefined)
compound no.	91	92	93	94	95	96	97
TEAD-YAP inh	-7	1	-3	13	-5	-8	-9
FBW7 activator	0.0	0.1	-0.1	-0.3	0.1	0.1	0.0
MITF primary	-1	13	4	2	7	4	-3
GPR151 activ	2.4	-0.1	0.3	1.3	2.6	-0.5	0.5

Screening data: PubChem, The Scripps Research Institute Molecular Screening Center
